# Mito fusion yeast = qHTS Assay for Small Molecule Inhibitors of Mitochondrial Division or Activators of Mitochondrial Fusion; S. cerevisiae fusion-defective mutant growth rescue, CellTiterGlo 48 h; Potency, µM (highest dose often 46.1 µM), without a hit: at the highest dose growth rescue (activation), hits mostly activators; actives 0.23% (n = 320,000);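 also: potency is read from the fitted curve at half-maximal effect; % of control where 0% means no effect; nearly all actives have a fitted effect of over 45% in size; temperature-sensitive fusion mutants such as fzo1-1 at 37 °C on non-fermentable ethanol glycerol medium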
#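 Temperature-sensitive fusion-defective S. cerevisiae (e.g. fzo1-1, mgm1-5) were grown with compound in YPEG medium (3% ethanol, 3% glycerol) for 48 hours at 37C. Growth rescue was measured as viability by CellTiterGlo luminescence after 10 minutes at ambient.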
# TSG101-PTAP inh = qHTS Assay for Iinhibitors of HIV-1 Budding by Blocking the Interaction of PTAP/TSG101. 340,000 tested, under 10 active. AID 493005, 2010. Potency, µM (highest dose often 115 µM), for the others: top-dose activity change, negative = inhibition, hits mostly inhibitors. Fluorescence polarization, FITC-PTAP peptide / Tsg101 binding. Tumor susceptibility gene 101 protein (Homo sapiens), Q99816; active = well fitted inhibition curve with a large enough effect in the main read-out, with a control signal flat, not every such curve was filed as active; inconclusive = small, poorly fitted or top-dose-only effect, or effect the other way, or a change in a side signal; inactive = no such curve, though single readings can be large or run the other way; also: potency is read from the fitted curve at half-maximal effect; % of control where 0% means no effect
#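 Steps: Tsg101 binding domain dispensed (10 uM final), compounds pinned in DMSO, FITC-labeled PTAP-motif peptide added (50 nM final); after 20 min binding at room temperature, polarization measured.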
# TSHR antag = Antagonists of the Thyroid Stimulating Hormone Receptor: HTS campaign; TSHR-expressing cells, TSH-stimulated cAMP HTRF, 2 h; hits give low values; actives 0.2% (n = 330,000); activity change, negative = inhibition, % at 11.5 µM;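 active = activity change below a set negative limit, meaning inhibition stronger than a set level, cut at about -70% in these data; inconclusive = activity change between two set negative limits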; also: % is scaled to controls: 0 for no effect and ±100 for the full control effect
#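 Inhibition of cAMP made by TSHR-expressing cells under TSH stimulation (4nM final, EC80; 2 h, 37 deg C) is quantified with a one-step lysis HTRF kit, anti-cAMP cryptate versus cAMP-d2.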
# Tb PFK block = qHTS Assay to Find Inhibitors of T. brucei phosphofructokinase; ATP-dependent 6-phosphofructokinase (Trypanosoma brucei brucei), O15648; actives 0.17% (n = 330,000); Potency, µM (top dose mostly 57.5 µM), without a hit: at the top dose activity, negative = inhibition, actives largely listed as inhibitors; T. brucei PFK, ADP-Glo luminescence; AID 485367, 2010;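 also: potency is read from the fitted curve at half-maximal effect; 0% = uninhibited 1x PFK enzyme wells and -100% = no-enzyme wells; nearly all actives have a fitted effect of over 60% in size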
# Target sequence (O15648 whole entry, looked up): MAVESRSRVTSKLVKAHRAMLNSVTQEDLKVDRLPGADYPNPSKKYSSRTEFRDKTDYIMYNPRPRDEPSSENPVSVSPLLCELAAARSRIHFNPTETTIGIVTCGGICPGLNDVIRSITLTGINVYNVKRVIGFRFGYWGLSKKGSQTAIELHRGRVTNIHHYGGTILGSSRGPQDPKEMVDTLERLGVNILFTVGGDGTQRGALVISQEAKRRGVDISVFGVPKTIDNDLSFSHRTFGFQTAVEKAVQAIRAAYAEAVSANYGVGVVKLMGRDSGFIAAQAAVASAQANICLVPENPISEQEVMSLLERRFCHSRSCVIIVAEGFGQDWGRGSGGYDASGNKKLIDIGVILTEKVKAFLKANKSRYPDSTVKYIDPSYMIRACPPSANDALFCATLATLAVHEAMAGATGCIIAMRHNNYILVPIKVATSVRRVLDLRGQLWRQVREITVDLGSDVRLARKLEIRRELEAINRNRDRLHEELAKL
#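 Luminescent ADP detection (ADP-Glo, two-step: ATP depletion then ADP-to-ATP conversion for luciferase) reported PFK activity after 45 min room-temperature reaction of 1.25 nM enzyme with 0.5 mM F6P and 0.1 mM ATP at pH 8.0.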
# uPA surface inh = qHTS for Inhibitors of Cell Surface uPA Generation; Potency, µM (series often up to 38.3 µM), for the others: top-dose activity change, negative = inhibition, hits mostly inhibitors; actives 0.31% (n = 330,000); cell surface uPA generation assay, qHTS; active = well fitted inhibition curve with a large enough effect; inconclusive = small, poorly fitted or top-dose-only effect; inactive = no such curve, though single readings can be large or run the other way; tested in mouse RAW 264.7 cells; also: potency is read from the fitted curve at half-maximal effect; % is scaled to controls: 0 for no effect and ±100 for the full control effect; nearly all actives have a fitted effect of over 55% in size
# BCR signal inh = qHTS Assay to Find Inhibitors of Chronic Active B-Cell Receptor Signaling. ABC-DLBCL IkBa-CBG/CBR reporter, luminescence ratio, 4 h. Potency, µM (highest dose often 46.1 µM), for the others: at the highest dose ratio change, negative = lower green/red ratio, usual class: inhibitors. actives 0.05% (n = 340,000); active = well fitted inhibition curve with a large enough effect in the signal ratio, with a control signal flat, not every such curve was filed as active; inconclusive = small, poorly fitted or top-dose-only effect, or effect the other way, or a change in a side signal; the % refers to the signal ratio;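 also: potency is read from the fitted curve at half-maximal effect; plate controls were basal doxycycline-induced cells for no effect and cells given 10 µM MG132 for full effect; MG132 reads +100%, hits lower the ratio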
#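 Doxycycline induced both beetle luciferases in TMD8 lymphoma cells; IKK-driven degradation limits the IkappaBalpha-fused green signal, while red luminescence normalises for cell number and nonspecific effects. Compounds tested up to 46 uM, 4 hrs.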
# Eya2 phos inh = qHTS Assay for Inhibitors of the Phosphatase Activity of Eya2; AID 488837, 2010; recombinant Eya2, OMFP fluorescence dephosphorylation (OMFP is methylfluorescein phosphate); Potency, µM (top dose mostly 76.9 µM), inactives show top-dose activity, negative = inhibition, most hits filed as inhibitors; Protein phosphatase EYA2 (Homo sapiens), O00167; actives 0.006% (n = 330,000); also: potency is read from the fitted curve at half-maximal effect; % is scaled to controls: 0 for no effect and ±100 for the full control effect
# Target sequence (O00167 whole entry, looked up): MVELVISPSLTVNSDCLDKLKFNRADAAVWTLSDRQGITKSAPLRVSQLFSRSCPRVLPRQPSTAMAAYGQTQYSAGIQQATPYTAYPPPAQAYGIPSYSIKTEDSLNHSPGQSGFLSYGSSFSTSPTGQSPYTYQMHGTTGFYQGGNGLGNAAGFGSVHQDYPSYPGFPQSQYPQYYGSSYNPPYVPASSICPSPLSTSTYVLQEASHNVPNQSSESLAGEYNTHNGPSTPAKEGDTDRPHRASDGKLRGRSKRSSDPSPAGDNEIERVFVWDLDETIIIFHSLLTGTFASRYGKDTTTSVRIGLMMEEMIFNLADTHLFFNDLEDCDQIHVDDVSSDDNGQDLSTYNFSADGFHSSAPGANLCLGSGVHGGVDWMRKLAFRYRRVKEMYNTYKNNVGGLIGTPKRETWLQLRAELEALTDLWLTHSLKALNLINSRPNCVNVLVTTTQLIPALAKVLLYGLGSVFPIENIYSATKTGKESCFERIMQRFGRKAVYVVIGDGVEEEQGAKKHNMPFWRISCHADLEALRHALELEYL
#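 Eya2 (0.2 uM) preincubated 10 min at ambient with compound, then OMFP substrate added at 50 uM; 10 min reaction in 50 mM HEPES pH 7.5, 50 mM NaCl, 5 uM MgCl2, 0.05% BSA, 1 mM DTT. Fluorescence read at Ex 485/Em 525 nm.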
# USP2a block = qHTS Assay for Inhibitors of Ubiquitin-specific Protease USP2a Using CHOP2 as the Reporter; USP2 core, Ub-CHOP2 coupled fluorogenic reporter, 485/531; Potency, µM (series often up to 38.3 µM), for inactives: at the top dose activity change, negative = inhibition, actives largely listed as inhibitors; actives 0.01% (n = 330,000); AID 463254, 2010;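 also: potency is read from the fitted curve at half-maximal effect; plate controls were DMSO wells for no effect and full inhibition by NEM control for full effect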
#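 USP2 core (10nM final) preincubated 30min RT with compound in 20mM Tris-HCl pH 8.0, 2mM CaCl2, 2mM beta-mercaptoethanol, 0.05% CHAPS; 25nM Ub-CHOP2 plus 25nM reporter substrate added, fluorescence (Ex485/Em531) read after 60min.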
# B2AR arrestin = qHTS assay of beta-arrestin-biased ligands of beta2-adrenergic receptor | beta-arrestin recruitment to beta2AR, cell-based reporter | Potency, µM (titrated, usually from 46.1 µM), without a hit: at the top dose activation, hits mostly activators | actives 0.02% (n = 330,000) | AID 492947, 2010;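 also: potency is read from the fitted curve at half-maximal effect; 0% = DMSO controls and full agonism = EC100 isoproterenol or metaproterenol; nearly all actives have a fitted effect of over 65% in size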
# TCR activator = Activators of T cell receptors: qHTS campaign; primary human leukocytes, anti-CD3, IL-2 HTRF, 48 h; Potency, µM (doses to about 9.22 µM), for inactives: at the highest dose activation of IL-2 secretion, most hits filed as activators; 330,000 tested, under 10 active; also: % of control where 0% means no effect
#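 48 hr co-incubation of compounds, a-CD3 beads and primary human leukocytes; IL-2 quantified homogeneously by HTRF with anti-IL-2 K and d2 conjugates.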
# ELG1 DNA repair = qHTS screen for small molecules that inhibit ELG1-dependent DNA repair in human embryonic kidney (HEK293T) cells expressing luciferase-tagged ELG1. actives 2.3% (n = 330,000). Potency, µM (doses to about 46.1 µM), for the others: at the top dose activity change, negative = inhibition, hits mostly inhibitors. HEK293T ELG1-luciferase reporter, luminescence, 16 h; DNA damage induced by 5-fluorouridine; also: potency is read from the fitted curve at half-maximal effect; % is scaled to controls: 0 for no effect and ±100 for the full control effect; nearly all actives have a fitted effect of over 55% in size
#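 Overnight (16 hr) co-exposure of 2,000 cells/well to 5-fluorouridine and compound at 37 °C preceded detection. Luciferase was quantified via ONE-Glo luminescence; loss of signal denotes inhibition.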
# * = called active by the depositor; ? = inconclusive; . = not tested or not shown; & = joins results of further samples; [ ] = another dose, or the depositor's remark. Unless noted, calls follow the shape of the dose curve; as a rule, active = well fitted curve in the direction sought with a large enough effect; inconclusive = small, poorly fitted or top-dose-only effect, or another doubt; inactive = no such curve, though single readings can be large; an effect the other way counts as inactive or inconclusive.
SMILES | TSG101-PTAP inh | B2AR arrestin | USP2a block | Eya2 phos inh | Mito fusion yeast | BCR signal inh | TSHR antag | ELG1 DNA repair | uPA surface inh | TCR activator | Tb PFK block
CCN(c1ccc(OC)cc1)S(=O)(=O)c1ccc2c(c1)NC(=O)CS2 | -11% | -1.1% | 0% | -12% | 15% | 3% | -13 | 25% | 31%[activator] | 5% | 0%
CC(C)(C)c1ccc(OCC(=O)NNC(=O)CCc2ccccc2)cc1 | 2% | 0.3% | -3% | -6% | 7% | -8% | 2 | -4% | 1% | -3% | 2%[0.46 µM]
CC(NC(=O)Nc1nccs1)(C(F)(F)F)C(F)(F)F | -1% | -0.1% | 3% | 11% | 1% | -20% | -9 | -3% | -4% | -1% | -2%
O=C(Nc1ccc(OC(F)F)cc1)c1ncc(Cl)c(Cl)c1Cl | 6% | 0.3% | -7% | -2% | -7% | -1% | -5 | -2% | -1% | -2% | 1%
O=C(C1CCCN(S(=O)(=O)c2cc(Cl)ccc2Cl)C1)N1CCCCCC1 (configuration not stated) | -1% | -0.6% | 1% | 8% | -11% | 1% | -16 | -24% | -2% | -1% | 2%
O=C(OCC(=O)N(CCc1ccccc1)Cc1ccccc1)c1ccccc1[N+](=O)[O-] | 5% | 0.4% | -7% | 11% | 12% | 2% | -4 | -12% | -5% | 2% | 1%
Cc1cc(N2CCCC2)nc(N2C3CCC2CC(O)(c2ccc(F)cc2)C3)n1 (configuration not stated) | . | 0.2% | 1% | -5% | 7% | -9% | 2 | -10% | . | . | -4%
CC(=O)c1ccc(NS(=O)(=O)c2cc(-c3cnc(C4CC4)o3)ccc2C)cc1 | -3% | -0.8% | 0% | 10% | 1% | -5%&-27% | -15 | -12% | -13% | 6% | 1%
O=C(Cn1c(=O)n(Cc2ccco2)c(=O)c2ccccc21)Nc1cccc(Cl)c1 | 1% | -0.2% | 2% | -4% | 14% | ? | 2 | ? | 4% | -6% | -5%
Cc1cccc(CN2CCN(C(=O)CCl)CC2)c1 | 0% | -0.8% | 4% | -5% | 2% | ? | 2 | ? | -12% | -1%[46.1 µM] | -1%
CN1CCC(N(C)S(=O)(=O)c2ccc(NC(=O)c3ccc(S(=O)(=O)N(C)C)cc3)cc2)CC1 | -2% | -0.3% | 3% | 4% | . | ? | 6 | 20% | -2% | -2% | -2%
COC(=O)c1ccc(COC(=O)CNC(=O)c2cccs2)cc1 | -4% | -0.2% | 3% | 1% | -2% | 1% | -5 | 11% | 6% | -2% | 0%
CCOc1cccc(C(=O)Nc2cc(C)ccc2NC(=O)c2ccco2)c1 | -6% | 4.1% | 0% | -11% | 4% | ? | 5 | -24% | 1% | 8% | -4%
COC(=O)CCN(C(C)=O)c1ccc(N)cc1 | -5% | 0.1% | 0% | -16% | -2% | 11% | 3 | 7% | 0% | 1% | -4%
COc1ccc(C)cc1-n1c(SCC(=O)Nc2cc(C)on2)nc2ccccc2c1=O | 2% | 4.9% | 5% | 3% | 5% | 0% | 11 | 0% | 7% | -6% | 4%
Cc1nnn(C23CC4CC(CC(CC(=O)Nc5cccc(F)c5)(C4)C2)C3)n1 | -2% | 0.1% | 1% | -17% | 1% | -1% | -9 | -17% | 0% | -3% | -3%
CC(C)c1ccc(/C=C/C(=O)N2CCCCCC2)cc1 | 2% | 1.7% | 4% | -12% | 15% | ? | -8 | ? | -14% | 0% | -7%
COc1ccc(OC)c(N=c2oc3c(OC)cccc3cc2C(=O)NCc2ccco2)c1 | -1% | 0.5% | -2% | 11% | 1% | -4% | -8 | -14% | 1% | 1% | -3%
CC(C)OC(=O)c1cn(-c2ccccc2)nc1-c1ccc2c(c1)OCCO2 | -4% | -0.4% | -5% | -3% | 19% | 13% | 8 | 23µM* | . | -4% | 2%
COC(=O)c1ccccc1NC(=O)Cn1cnc2cc(C)c(C)cc21 | -7% | -0.5% | 3% | 0% | -5% | ? | -5 | ? | -7% | 3% | 0%
COc1cc(C(=O)Oc2cc(N)n(S(=O)(=O)c3ccccc3)n2)cc(OC)c1OC | 0% | 0.8% | 1% | -2% | -8% | ? | 12 | ? | -1% | 3% | -15%
CC(C)c1ccc(C(=O)NNC(=O)c2n[nH]c(=O)c3ccccc23)cc1 | -3% | 0.1% | -1% | -1% | 2% | ? | -32 | 19% | 11% | 2% | -1%
COc1ccc(C(=O)COC(=O)c2ccc3ccccc3n2)cc1 | -5% | 0.4% | 0% | -3% | 1% | 4% | -5 | -1% | -2% | -4%[46.1 µM] | 3%
COc1ccc(COC(=O)C2=C(C)NC(=O)NC2c2ccc(OC)cc2)cc1 (configuration not stated) | -5% | -0.2% | 0% | -5% | 0% | -20% | 2 | ? | -11% | 9% | -6%
CCOc1ccc(-c2nnc(N3CCOCC3)c3ccccc23)cc1 | 2% | -0.2% | -2% | 5% | 24% | ? | -2 | -10% | 2% | -2% | -2%
COc1cc(/C=C2/C(=N)N3C(=NC2=O)SN=C3S(=O)(=O)C(C)C)ccc1OC(=O)c1ccco1 | -10% | -0.4% | 1% | 1% | -1% | 0% | -11 | 18% | 2% | 2% | -4%
Cc1c(CCC(=O)O)c(=O)oc2c(C)c(OCc3cc4c(cc3Cl)OCO4)ccc12 | -3% | -0.4% | 1% | -12% | 0% | 6% | -7 | 1% | 6% | -13% | -5%
COc1ccccc1N1C(=O)CC(Sc2nc(C)cc(C)n2)C1=O (configuration not stated) | -2% | 0.3% | -1% | -15% | -1% | ? | 5 | 9% | 2% | 2% | 22%
CCC(OC(=O)CC1Sc2ccccc2NC1=O)C(=O)NCC1CCCO1 (configuration not stated) | -3% | -0.5% | 0% | 7% | -7% | 0% | 3 | -5% | 2% | 1% | -4%
Nc1nonc1/C(=N/O)N1CCN(CCO)CC1 | -6% | 0.3% | 6% | 19% | -3% | 9% | 5 | 8% | 1% | -4% | -3%
COc1ccc(-c2nn(-c3ccccc3)cc2C2CC(c3cccs3)=NN2C(=O)CCCC(=O)O)cc1 (configuration not stated) | 0% | -0.1% | 1% | 24% | 2% | 0% | 27 | ? | -9% | -1% | 2%
O=C(COC(=O)c1c(Cl)cccc1Cl)Nc1cccc(S(=O)(=O)NC2=NCCCCC2)c1 | -5% | -1.7% | 1% | 20% | -1% | -10% | 7 | ? | -3% | -5% | 0%
CC(=O)Nc1ccc(NC(=O)c2ccccc2F)cc1 | 0% | -0.3% | 0% | 14% | -1% | ? | -5 | ? | 3% | -1% | 8%
CC(=O)c1c(C)[nH]c(C(=O)CSc2nc3ccccc3c(=O)n2CCCO)c1C | -3% | -0.5% | 0% | -1% | -2% | 19% | -1 | 1% | 2% | 3% | -3%
Cc1cc(=O)c2ccccc2n1CC(=O)NCc1ccccc1 | 1% | -0.1% | 3% | 6% | 1% | -4% | 0 | ? | -7% | 3%[46.1 µM] | -1%
CC1=Nc2ccccc2/C1=C/c1c(N)n2c(S(=O)(=O)C(C)C)nsc2nc1=O | -4% | 0.0% | 0% | 5% | 1% | . | -1 | -6% | 6% | -4% | 11%

# Compounds shown so far containing a thiophene ring, fused or not:
SMILES | TSG101-PTAP inh | B2AR arrestin | USP2a block | Eya2 phos inh | Mito fusion yeast | BCR signal inh | TSHR antag | ELG1 DNA repair | uPA surface inh | TCR activator | Tb PFK block
COC(=O)c1ccc(COC(=O)CNC(=O)c2cccs2)cc1 | -4% | -0.2% | 3% | 1% | -2% | 1% | -5 | 11% | 6% | -2% | 0%
COc1ccc(-c2nn(-c3ccccc3)cc2C2CC(c3cccs3)=NN2C(=O)CCCC(=O)O)cc1 (configuration not stated) | 0% | -0.1% | 1% | 24% | 2% | 0% | 27 | ? | -9% | -1% | 2%

# Compound activity (PubChem BioAssay)
